D2 agonist = HTS Assay for Allosteric Agonists of the Human D2 Dopamine Receptor: Primary Screen for Agonists; D(2) dopamine receptor (Homo sapiens), P14416; HEK293 T-REx D2 cells, calcium flux agonist mode; activation, % at 2 µM; 340,000 tested, 0.53% active; AID 485358, 2010;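 active = activation over 3 SD above normal in the single-dose calcium agonist read, cut at about 30% in these data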; also: 0% is about no effect
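In this primary screen, compounds producing a positive calcium signal within 180 s of addition to tetracycline-induced, force-coupled HEK293 Trex D2 cells are flagged; cells are dye-loaded with a no-wash calcium kit beforehand.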
D2 antag = HTS Assay for Allosteric Antagonists of the Human D2 Dopamine Receptor: Primary Screen for Antagonists | D(2) dopamine receptor (Homo sapiens), P14416 | HEK293 TREx D2 cells, calcium flux, dopamine EC80 | inhibition, % at 10 µM | 340,000 tested, 2% active; in the data active = inhibition above about 30%; also: 0% is about no effect
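Calcium mobilization kinetics were recorded at 1 s intervals in tetracycline-induced HEK293 T-REx D2 cells, first for 180 s after compound addition and then 180 s after EC80 dopamine.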
D2 PAM = HTS Assay for Positive Allosteric Modulators of the Human D2 Dopamine Receptor: Primary Screen for Potentiators | D(2) dopamine receptor (Homo sapiens), P14416 | HEK293 T-REx D2, calcium flux, EC20 dopamine potentiation | potentiation, % at 10 µM | 340,000 tested, 0.34% active;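 active = potentiation over 3 SD above the plate norm, cut at about 30% in these data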; also: 0% is about no effect
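Potentiation of an EC20 dopamine calcium response measured kinetically over 180 s, after a preceding 180 s compound-only read flagging agonists. Cells: inducible Hek293 Trex D2 line, 4000/well, cultured overnight at 30 C before dye loading.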
D1 ag = Allosteric Agonists of the Human D1 Dopamine Receptor: qHTS; HEK293 T-REx D1 cells, calcium flux, agonist mode; activation, % at 2 µM; 360,000 tested, 1% active; AID 504660, 2011; also: 0% is about no effect
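Inducible HEK293 T-REx D1 cells, force-coupled to calcium signalling, were plated at 4000 cells/well with tetracycline and held overnight at 30 C. After no-wash calcium dye loading, compound-evoked calcium rise over 180 s flagged agonists.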
TRHR PAM = qHTS for Small Molecule Agonists and Allosteric Enhancers of Human TRH Receptor: Primary Screen for Enhancers; TRHR cells, fluo-8 calcium fluorescence, EC20 TRH enhancement; enhancement, % at 2 µM; 360,000 tested, 0.66% active; AID 493056, 2011; in the data active = enhancement above about 30%; also: 0% is about no effect
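TRHR-expressing cells loaded with fluo-8 calcium dye were read kinetically (ex 480/em 530) during compound addition, then stimulated with an EC20 of TRH (10 nM final). Enhancement of the Gq-mediated intracellular calcium response was scored.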
RXFP1 antagonist = qHTS Assay for Antagonists of the Relaxin Receptor RXFP1; Relaxin receptor 1 (Homo sapiens), Q9HBX9; HEK293-RXFP1, relaxin-stimulated cAMP HTRF, 30 min; hits give low values; activity change, negative = inhibition, % at 57.5 µM; 350,000 tested, 0.59% active;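 active = activity change of -60% or lower, but not beyond a set lower limit; inconclusive = change between -60% and -40%, or beyond the set limit; inactive = change above -40%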; also: % is scaled to controls: 0 for no effect and ±100 for the full control effect
Target sequence (Q9HBX9 whole entry, looked up): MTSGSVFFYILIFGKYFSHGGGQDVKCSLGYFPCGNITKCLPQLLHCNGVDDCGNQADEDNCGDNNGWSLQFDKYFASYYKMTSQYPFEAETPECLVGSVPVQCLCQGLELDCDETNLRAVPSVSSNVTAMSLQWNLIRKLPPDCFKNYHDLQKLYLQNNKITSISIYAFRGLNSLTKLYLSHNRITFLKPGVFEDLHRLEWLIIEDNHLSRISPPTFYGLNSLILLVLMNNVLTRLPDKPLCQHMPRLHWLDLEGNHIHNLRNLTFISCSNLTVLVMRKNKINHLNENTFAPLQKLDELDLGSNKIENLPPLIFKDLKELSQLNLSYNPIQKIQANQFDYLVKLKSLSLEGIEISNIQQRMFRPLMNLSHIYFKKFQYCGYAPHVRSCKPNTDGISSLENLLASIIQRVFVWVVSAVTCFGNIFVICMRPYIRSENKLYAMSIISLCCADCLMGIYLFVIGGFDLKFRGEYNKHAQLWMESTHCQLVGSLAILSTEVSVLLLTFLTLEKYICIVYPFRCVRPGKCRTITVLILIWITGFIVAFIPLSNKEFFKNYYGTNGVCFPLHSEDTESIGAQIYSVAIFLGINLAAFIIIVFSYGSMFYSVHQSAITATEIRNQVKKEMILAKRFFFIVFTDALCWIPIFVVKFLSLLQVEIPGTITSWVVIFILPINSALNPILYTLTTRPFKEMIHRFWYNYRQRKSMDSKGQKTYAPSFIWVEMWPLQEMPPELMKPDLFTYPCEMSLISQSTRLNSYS
TRHR agonist = qHTS for Small Molecule Agonists and Allosteric Enhancers of Human TRH Receptor: Primary Screen for Agonists | Thyrotropin-releasing hormone receptor (Homo sapiens), P34981 | TRHR cells, calcium flux fluo-8, FDSS agonist mode | activation, % at 2 µM | 360,000 tested, 0.18% active | AID 493084, 2011; also: 0% is about no effect
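Fluo-8-loaded TRHR cells; 10 s baseline, compound added, kinetic Ca2+ fluorescence read 1/s, agonist mode.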
D1 potentiator = Potentiators of Human D1 Dopamine Receptor: qHTS; HEK293 TREx D1 cells, calcium flux, dopamine EC20 potentiation; AID 504651, 2011; potentiation, % at 10 µM; D(1A) dopamine receptor (Homo sapiens), P21728; 360,000 tested, 0.036% active; in the data active = potentiation above about 30%; also: 0% is about no effect
D1 antag = Antagonist of Human D 1 Dopamine Receptor: qHTS; D(1A) dopamine receptor (Homo sapiens), P21728; HEK293 TREx D1 cells, calcium flux, dopamine EC80; hits give low values; activity change, negative = inhibition, % at 10 µM; 360,000 tested, 3.2% active; AID 504652, 2011; in the data active = activity change below about -30%; also: % is scaled to controls: 0 for no effect and ±100 for the full control effect
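Inducible Hek293 Trex D1 cells (tetracycline, overnight, 30 C). Calcium dye 30–90 min RT. Antagonist mode: EC80 dopamine added after 180 s compound read.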
* = called active by the depositor; ? = inconclusive; . = no result given; & = joins results of further samples. Rule as the data show it, unless noted: active = activation above about 30%; inactive = the rest. Rows were taken by chance. Share with any hit: about 7.3%.

SMILES	D2 agonist	D2 antag	D2 PAM	D1 ag	TRHR PAM	RXFP1 antagonist	TRHR agonist	D1 potentiator	D1 antag
Cc1ccccc1NCC(=O)N/N=C\c1ccc([N+](=O)[O-])s1	-0.9	-6	.	3	4	5	-0.4	-5	-18
COc1cccc2cc(C(=O)N3CCN(C(=O)c4ccccc4)CC3)c(=O)oc12	-0.7	-17	6	0	-4	-3	-0.3	0	10
CC(CC(=O)Nc1ccc(F)cc1)S(=O)(=O)c1cc2c3c(c1)CCN3C(=O)CC2 (stereo not drawn)	-0.2	.	.	1	-1	.	0.2	-1	-7
Cc1[nH]c2ccccc2c1C(C[N+](=O)[O-])c1ccco1 (stereo not drawn)	-0.8	-9	-1	-3	3	-1	-0.1	0	30
CCn1cc(C(=O)NCCCN2CCN(C)CC2)c(=O)c2cc(S(=O)(=O)N3CCc4ccccc4C3)ccc21	-0.1	-4	1	-1	25	2	0.1	-1	4
CCCCNc1nc(CC(C)=O)ns1	50*	30*	-18	2	1	-4	0.6	-3	4
CC(C)C[C@H](NC(=O)C1CC(=O)N(c2ccc3c(c2)OCCO3)C1)C(=O)N1CCCCC1 (stereo partly drawn)	0.2	10	3	0	-9	-5	-0.1	3	-7
CN1CCc2nc3ccc(Cl)cc3c(-c3ccccc3Cl)c2C1	2.2	7	9	10	-3	10	0.7	-3	11
CN1CCN(C(=O)C2CCC(C)(C(=O)O)C2(C)C)CC1 (stereo not drawn)	-0.6	15	-4	-1	1	-11	1.0	-3	3
Cc1ccc(NC(=O)c2ccccc2OCc2c(C)noc2C)cc1S(=O)(=O)N(C)C	-0.1	-1	-9	2	-10	-2	0.3	-9	-19
CC(C)NC(=O)c1ccc(NC(=O)CC2SC(N3CCCC3)=NC2=O)cc1 (stereo not drawn)	0.6	-5	-3	0	-3	7	-0.4	-2	-9
O=C(ON=C1CCN(c2ccc([N+](=O)[O-])cc2)CC1)c1ccccc1	0.3	2	-5	0	2	6	0.0	-7	-9
Cc1ccc(C)c(-n2c(N)c(C(N)=O)sc2=S)c1	-1.3	-19	-7	4	-2	-2	0.0	-5	-12
COc1ccc(C2=NC(C)(C)N(CC(=O)Nc3cc(OC)cc(OC)c3)C2=O)cc1	-1.1	.	8	10	2	-10	-1.9	-2	1
Cc1nccn1CC(=O)N/N=C/c1c[nH]c2ccccc12	-0.5	2	-15	2	-4	-5	0.4	0	8
COc1ccc(-c2nnc(SCC(=O)NC(=O)NCc3ccccc3)o2)cc1	-0.2	-18	11	2	13	-4	-0.3	-9	-5
COc1ccc(C2=NCC(CSc3nnc(-c4ccc5c(c4)OCO5)o3)S2)cc1 (stereo not drawn)	-0.7	6	3	2	2	15	0.8	-6	-4
O=C(CSc1nc2[nH]ncc2c(=O)[nH]1)NCc1ccc(F)cc1	.	.	.	-1	0	.	1.1	0	9
Cc1ccc(S(=O)(=O)Nc2ccc(-c3ccc4nncn4n3)cc2)cc1	0.7	16	-4	4	5	-17	0.2	-7	13
COc1ccccc1NC(=O)CSc1nnc(Cc2cccs2)n1C	1.7	13	2	-1	1	-6	-0.4	-5	16
COc1ccc(-n2c(Cn3c(=O)sc4ccccc43)nnc2SCC(N)=O)cc1	0.5	2	-2	0	-1	0	0.0	.	-7
CCOC(=O)C(CC)Sc1ccc2nnc(CCNS(=O)(=O)c3ccc(C)cc3)n2n1 (stereo not drawn)	-0.7	.	-2	0	-4	-18	-0.5	1	11
COc1ccc(N(CC(O)Cn2cnc3ccccc32)S(=O)(=O)c2ccc(C)cc2)cc1 (stereo not drawn)	0.0	1	2	3	5	8	-0.9	4	-1
O=C(CSc1nnc(-c2ccc(Cl)cc2)o1)N1CCc2ccccc21	-0.4	.	2	0	4	-8	0.6	-1	8
CCc1nnc(NC(=O)CSc2nc3cc(OC)c(OC)cc3cc2C)s1	0.7	4	-26	9	12	3	0.4	-6	-1
CC(=O)N1CCC(N(CCCOC(C)C)S(=O)(=O)c2ccc([N+](=O)[O-])cc2)CC1	-0.9	-28	-2	5	10	5	-0.3	6	-13
CCc1cnc2c(c1SCC(=O)c1ccc(OC)cc1)c(=O)n(C)c(=O)n2C	1.2	.	-4	-2	-4	-21	-0.5	-3	.
Cc1[nH][nH]c(=O)c1C(c1ccc([N+](=O)[O-])cc1)c1c(C)[nH][nH]c1=O	0.2	6	9	1	-2	-5	-1.8	0	-18
O=C(O)CCCn1cc(NC(=O)c2ccc(Br)o2)cn1	3.0	-19	4	1	4	7	0.0	-3	.
Cc1ccc(S(=O)(=O)Nc2nc(CN3CCOCC3)nc3sc(C)c(C)c23)cc1	1.2	-3	1	4	4	6	1.7	-5	3
Cc1sc2ncnc(N3CCC(C)CC3)c2c1C	0.5	8	3	-1	0	-2	-0.4	3	-7
CC(C)(C)c1cc[n+](C2=C([O-])c3ccccc3C(=O)/C2=N\S(=O)(=O)c2ccccc2)cc1	-1.0	-8	10	1	1	27	-2.3	0	3
COc1ccc(CCC(=O)NC2CC(=O)N(c3cccc(F)c3)C2)cc1 (stereo not drawn)	1.3	.	-7	-2	-3	-2	-0.1	-2	.
O=[n+]1c2c(n([O-])c3cc(F)ccc31)CCCC2	0.4	1	16	0	0	-2	0.4	-3	-2
CC(C)CNS(=O)(=O)c1ccc(CCC(=O)N2CCN(Cc3ccc4c(c3)OCO4)CC2)cc1	2.2	-5	2	16	-3	10	1.6	-2	-33*
CCCCC1(C)Nc2ccccc2-c2nc3ccccc3n21 (stereo not drawn)	0.4	-4	-3	-1	2	-6	0.3	-9	-14
CN1C(=O)CC(N2CCN(CC(N)=O)CC2)C1=O (stereo not drawn)	0.5	-5	2	0	2	-6	0.4	-8	8
Cc1nn(Cc2c(F)c(F)c(F)c(F)c2F)c(C)c1NC(=O)c1c([N+](=O)[O-])c(C)nn1C	0.4	5	5	8	-3	-2	0.0	-3	-14
CCCCCCc1ccc(N2C[C@H](CCCCC)[C@@H](CC(=O)NCc3ccccc3)C2=O)cc1	0.7	10	-2	7	1	.	0.6	-1	8
CC(=O)c1sc(=S)n(-c2ccc(Cl)cc2)c1C	-1.3	-14	-6	-1	1	-3	1.2	1	-15
O=C(Cc1coc2ccc3ccccc3c12)N1CCCC1	.	.	-3	2	-5	0	-0.9	12	-2
COc1cccc(/C=N/c2nc3ccccc3n2C)c1O	.	.	.	4	-14	-5	0.1	2	7
CSCCC(NC(=O)c1ccccc1)C(=O)N1CCN(Cc2ccc(Cl)cc2)CC1 (stereo not drawn)	0.3	-14	-5	1	3	?	0.7	-11	18
COc1cccc(OCC(O)CN2CCC(C)CC2)c1 (stereo not drawn)	-1.4	-1	3	2	0	-5	-0.3	-2	0
CCc1cc(=O)oc2cc(C)cc(OC(C)C(=O)NCCCN3CCCC3=O)c12 (stereo not drawn)	-0.3	12	-2	2	1	3	0.3	2	5
CNC(=S)NNC(=O)c1sccc1OCc1ccc(Cl)cc1Cl	-1.8	-8	19	3	-6	3	0.0	-4	10
CC(=O)c1ccc(COC(=O)c2cc3ccccc3oc2=O)cc1	1.2	-5	8	-1	-7	-3	-0.4	-10	9
Cc1ccc(-c2nc(CS(=O)CC(=O)NCc3ccc(Cl)cc3)c(C)o2)cc1 (stereo not drawn)	0.2	21	-3	1	3	-2	-0.2	-1	3
COc1ccc2[nH]cc(CCNC(=O)Cc3ccc(F)cc3)c2c1	-0.6	4	6	3	2	4	0.0	-6	-23
CCc1cccc(CC)c1NC(=O)COn1nnc2ccc(C(F)(F)F)cc21	-1.1	-10	1	4	-12	10	-0.2	-2	-11
CCOC(=O)Cc1csc(NC(=O)C2CCCN(S(=O)(=O)c3cnc[nH]3)C2)n1 (stereo not drawn)	0.6	16	9	1	7	.	0.8	.	16
CN(C)c1nc(NCc2ccccc2)nc(SCC(=O)Nc2ccccc2)n1	-0.8	-4	-2	1	-2	-9	0.2	10	6
O=C(Cn1cc(SCc2c(F)cccc2Cl)c2ccccc21)N1CCCCC1	0.1	.	3	3	1	-15	0.5	-4	-4
COC(=O)c1c(NC(=O)CSc2nnnn2-c2ccc3c(c2)OCO3)sc(C)c1C	1.6	-5	22	1	3	-16	0.3	2	9
CC(C)CN1C(=O)NC(NC(=O)c2cccs2)(C(F)(F)F)C1=O (stereo not drawn)	.	.	.	3	-1	-7	-0.6	2	4
COc1ccc([C@H]2CC(=O)C=C(c3ccc(OC)nc3)C2)cc1	-0.9	10	6	-3	1	.	-0.7	-1	.
COc1ccc(OC)c(C2=NS(=O)(=O)N(C)C(C(=O)Nc3ccc(C(C)=O)cc3)=C2)c1	-0.2&-0.9	-4	21&-5	0&2	-4&-2	-8&-20	-0.9&-0.1	-5&-1	-21&4
N#Cc1ccc(-c2nc3cc(Cl)ccc3c(=O)n2O)cc1	1.4	-19	5	1	4	-2	0.2	2	6
CCCC(=O)Nc1ccc(C(=O)COC(=O)c2c(C)noc2C)cc1	.	.	.	7	6	-2	0.4	4	14
Cc1ccccc1C(=O)n1nc(-c2ccco2)nc1NCc1ccc(Cl)cc1	0.2	.	3	1	-1	-10	0.2	1	3
CC(=O)/C(=N/Nc1ccc(Br)cc1)Sc1cccc2cccnc12	-1.1	-10	1	5	5	-5	-0.6	-3	-26

Six compounds picked at random from those above, as already listed:
SMILES	D2 agonist	D2 antag	D2 PAM	D1 ag	TRHR PAM	RXFP1 antagonist	TRHR agonist	D1 potentiator	D1 antag
CN(C)c1nc(NCc2ccccc2)nc(SCC(=O)Nc2ccccc2)n1	-0.8	-4	-2	1	-2	-9	0.2	10	6
COC(=O)c1c(NC(=O)CSc2nnnn2-c2ccc3c(c2)OCO3)sc(C)c1C	1.6	-5	22	1	3	-16	0.3	2	9
N#Cc1ccc(-c2nc3cc(Cl)ccc3c(=O)n2O)cc1	1.4	-19	5	1	4	-2	0.2	2	6
O=C(Cn1cc(SCc2c(F)cccc2Cl)c2ccccc21)N1CCCCC1	0.1	.	3	3	1	-15	0.5	-4	-4
COc1ccc(OC)c(C2=NS(=O)(=O)N(C)C(C(=O)Nc3ccc(C(C)=O)cc3)=C2)c1	-0.2&-0.9	-4	21&-5	0&2	-4&-2	-8&-20	-0.9&-0.1	-5&-1	-21&4
Cc1ccccc1C(=O)n1nc(-c2ccco2)nc1NCc1ccc(Cl)cc1	0.2	.	3	1	-1	-10	0.2	1	3

From PubChem BioAssay
